Assay outcomes (PubChem BioAssay)
CCT chaperon mod: cytosolic chaperonin activity modulation; purified chaperonin ATPase assay, HTRF ADP detection, 30 min; activity change, % (concentration not given with the values), hits read low; actives 0.3% (n = 360,000); in the data active = activity change below about -30%; also: % is scaled to controls: 0 for no effect and ±100 for the full control effect
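First, chaperonin was dispensed at 40 nM or 20 nM final depending on batch activity. Next, compounds were pinned at 76 uM and ATP added at 10 uM. After 30 min at 37 °C, ADP detection reagents ran 30 min at ambient temperature.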
A549 viability: counter-screen for Nrf2 inhibitors: cytotoxicity in A549 cells; A549 ARE-Fluc cells, CellTiter-Fluor viability, 18-24 h; Potency, µM (highest dose often 46 µM), without a hit: at the highest dose activity change, negative = cytotoxicity, most hits filed as inhibitors; actives 0.16% (n = 390,000); AID 504648; also: potency is read from the fitted curve at half-maximal effect; % is scaled to controls: 0 for no effect and ±100 for the full control effect
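A549 ARE-Fluc cells in 5% FBS OPTI-MEM, 5000 cells/well, rested 2 h then exposed to compounds in concentration-response for 18-24 h at 37 °C. Viability by CellTiter-Fluor fluorescence (Ex 405/Em 525) after 30 min; luciferase luminescence (BugLite, 15 min, RT) read afterwards.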
Nrf2 inh: blocks Nrf2 signaling. AID 504444. A549 ARE-Fluc reporter, luciferase luminescence, 18-24 h. Potency, µM (doses to about 46 µM), for inactives: at the top dose activity change, negative = inhibition, most hits filed as inhibitors. actives 2.1% (n = 360,000); also: potency is read from the fitted curve at half-maximal effect; % is scaled to controls: 0 for no effect and ±100 for the full control effect; nearly all actives have a fitted effect of over 60% in size
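Concentration-response testing used A549 ARE_Fluc cells at 5000 cells/well. Following an 18-24 h compound incubation, viability was read by fluorescence (Ex 405/Em 525) and luciferase output by luminescence.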
Abeta yeast res: restores growth of yeast expressing A-beta42 peptide | yeast expressing A-beta42, growth rescue, OD600, 48 h; response scale: 0% DMSO, 100% iron-clioquinol control | Potency, µM (doses to about 46.1 µM), inactives show top-dose growth rescue, actives largely listed as activators | actives 0.063% (n = 410,000) | AID 1347071; also: potency is read from the fitted curve at half-maximal effect; nearly all actives have a fitted effect of over 55% in size
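Growth rescue measured by 600 nm absorbance after 48 h yeast culture at 30 C with compound. Values normalized between DMSO and an equimolar ferric chloride plus clioquinol control.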
pAkt inh: blocks phosphorylation of Akt; actives 0.32% (n = 360,000); Neuro2A IGF-stimulated pAkt S473 HTRF, 20 min; stronger effect = lower value; activity change, % for hits at 50 µM; AID 651550; in the data active = activity change below about -80%; inconclusive = mostly about -51% to -80%; also: % is scaled to controls: 0 for no effect and ±100 for the full control effect
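Single-point screen (50 µM final compound) in Neuro2A cells stimulated 20 min with 6 nM IGF at 37 deg C. After lysis, Ser473-phosphorylated Akt read by HTRF (ex 330 nm, em 615/665 nm) as the 665/615 ratio.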
Nrf2 ARE act: activates Nrf2 signaling; AREc32 ARE-luciferase reporter (MCF7-derived line), luminescence, 24 h; Potency, µM (series often up to 46.1 µM), without a hit: top-dose activation, hits mostly activators; actives 0.31% (n = 410,000); AID 624171; also: potency is read from the fitted curve at half-maximal effect; % of control where 0% means no effect; nearly all actives have a fitted effect of over 65% in size
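Luminescent ARE reporter assay in AREc32_Fluc cells: overnight plating at 37 deg C, 24 hr compound incubation, Steady-Glo added, 30 min RT before reading.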
MmCpn inh: inhibitors of Methanococcus maripaludis chaperonin (MmCpn); purified Mm-Cpn ATPase, ADP Transcreener TR-FRET; Potency, µM (highest dose often 76.9 µM), without a hit: at the top dose activity, negative = inhibition, hits mostly inhibitors; actives 0.031% (n = 330,000); AID 504842; also: potency is read from the fitted curve at half-maximal effect; % is scaled to controls: 0 for no effect and ±100 for the full control effect; nearly all actives have a fitted effect of over 80% in size
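Eu-cryptate anti-ADP/ADP-d2 competition gives a ratio inversely related to ADP. Enzyme at 25 nM was pre-exposed to compound for 10 min, then given 10 uM ATP for 30 min, 37°C throughout.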
TGFb inhibitor: blocks TGF-b signaling; HepG2 CAGA-GFP TGF-b/SMAD3 reporter, GFP fluorescence, 18 h; TGF-beta stimulated, 500 pg/mL final; Potency, µM (doses to about 46.1 µM), for inactives: at the top dose activity, negative = inhibition, hits mostly inhibitors; actives 1.2% (n = 410,000); AID 588855; also: potency is read from the fitted curve at half-maximal effect; % is scaled to controls: 0 for no effect and ±100 for the full control effect; nearly all actives have a fitted effect of over 65% in size
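HEPG2 CAGA-GFP, 1000 cells/well; 2 h settle, 37 C; cpd via pin tool; TGF-b 500 pg/mL final; 18 h, 37 C; GFP imaging ex488/em500-530; %Activity normalised to -TGF-b and +DMSO controls; CRC fit, curve class.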
HepG2 viability: HepG2 cytotoxicity, counter-screen for TGF-b inhibitors. HepG2 CAGA-GFP viability, ATP luminescence, 18 h. Potency, µM (series often up to 46.1 µM), for the others: at the top dose activity change, negative = cytotoxicity, most hits filed as cytotoxic. actives 0.76% (n = 410,000). AID 588856; also: potency is read from the fitted curve at half-maximal effect; some results filed as inactive show a strong effect at the top dose
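HepG2 CAGA-GFP cells (1000/well, DMEM with 1% FBS) received compound, then TGF-beta at 500 pg/mL final, and were incubated 18 hours at 37 degrees C. Viability was read by CellTiter-Glo luminescence. Media-only wells were set as complete cell-killing and DMSO as no toxicity.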
Starred values were filed as active, the others as inactive; i = inactive; ? = inconclusive; . = no result given; & = joins results of further samples; [ ] = another dose, or the depositor's remark. Unless noted, calls follow the shape of the dose curve; as a rule, active = well fitted curve in the direction sought with a large enough effect; inconclusive = small, poorly fitted or top-dose-only effect, or another doubt; inactive = no such curve, though single readings can be large; an effect the other way counts as inactive or inconclusive.

Structure | Nrf2 inh | HepG2 viability | MmCpn inh | Nrf2 ARE act | Abeta yeast res | CCT chaperon mod | A549 viability | pAkt inh | TGFb inhibitor
Cc1cc(OCC(=O)OCC(=O)Nc2cc(C(F)(F)F)ccc2N2CCOCC2)ccc1Cl | 9% | 6% | -1% | 0.1% | 3% | 0.5 | -12% | i | -1%
CC1CN(c2nc3ccccn3c(=O)c2/C=C(\C#N)C(=O)N2CCOCC2)CC(C)O1 (stereo unspecified) | 6% | 7% | 0% | 0.2% | -23% | -3.1 | -19% | i | 9%
CCCCn1c(N)c(N(CCOC)C(=O)c2cc(-c3ccccc3)nc3ccccc23)c(=O)[nH]c1=O | -1% | 0% | -1% | 3.0% | 6% | 0.5 | 1% | i | 5%
COc1ccc(F)cc1C(=O)COC(=O)c1n[nH]c(=O)c2ccccc12 | 9% | -2% | 0% | 0.0% | 6% | -0.2 | 0% | i | 2%
COc1ccc(C(=O)Nc2cccc(/C=C(\CCC(=O)O)c3nc4ccccc4s3)c2)cc1 | 3% | -10% | 1% | 0.3% | 16% | -3.4 | -2% | i | -18%
O=C(c1ccc(N2CCCC2)c([N+](=O)[O-])c1)N1CCN(CCO)CC1 | 24% | 7.9µM* | 1% | -0.8% | 3% | 0.2 | 1% | i | -3%
COc1ccc(C(C)(C)C)cc1NC(=O)c1cncc(Br)c1 | -17% | -5% | -2% | 0.5% | 22% | 0.0 | 14% | i | ?
CCCNC(=O)c1cccc(COCC(F)(F)F)c1 | -1% | -5% | . | 1.3% | 10% | -1.3 | -1% | i | -4%
Cc1cc(-n2nc(C)cc2C)nc(N)n1 | -6% | 0% | 0% | -0.9% | 19% | 0.3 | -2% | i | -3%
CN[C@H](C)C(=O)NC[C@H]1O[C@@H](n2ccc(N)nc2=O)[C@H](O)[C@@H]1O | . | -1% | . | -1.2% | 13% | -0.8 | . | i | ?
CCCCc1nc2cc(C(=O)NCCc3cnn(C)c3)ccc2o1 | 13% | 8% | -2% | -0.8% | 0% | -3.5 | 1% | i | -24%
CCN(CC)c1ccc(/C=N/NC(=O)c2cc3ccccc3[nH]2)cc1 | -16% | -40% | -2% | 9.6% | -2% | -5.3 | -3% | i | 13%
COc1ccc(C(C(=O)NC2CCCCC2)N(C(=O)CCl)c2ccc(OC)cc2)cc1 (stereo unspecified) | ? | -23% | 0% | 14% | 3% | -2.2 | -23% | i | ?
COc1cc(NC(=S)N2CCN(Cc3ccccc3)CC2)cc(OC)c1 | 3% | -2% | 1% | 2.7% | 25% | 2.0 | 12% | i | ?
Cc1cccc(C2=NN(c3ccccc3)[C@@H](C(=O)N3CCOC3=O)[C@@H]2c2ccccc2)c1 | 4% | -17% | -18% | 4.8% | 7% | -0.6 | 2% | i | -21%
Cc1cccc(NCc2n[nH]c(=S)n2-c2ccccc2)c1 | 14% | -3% | 2% | 0.2% | -6% | -1.4 | 0% | i | -3%
O=C(CN1CCN(c2ccc(F)cc2)CC1)Nc1nnc(-c2ccccc2)s1 | ? | -13% | ? | 0.6% | 9% | -0.3 | 13% | i | -8%
CCCCCCSc1ccc([C@H]2N[C@@](C)(C(=O)OC)[C@H]3C(=O)N(CC)C(=O)[C@@H]23)cc1 | ? | -1% | -5% | 2.6% | ? | -1.0 | -8% | i | ?
CCn1c(CNC(=O)Cc2ccc(OC)cc2)nnc1SCCOc1ccccc1 | ? | -12% | 0% | -0.6% | 23% | 0.3 | -17% | i | 0%
CCOCCCNC(=O)CN1C(=O)COc2ccc(S(=O)(=O)N3CCCC3)cc21 | 9%&10% | 4%&-8% | -2% | -0.7%&-0.8% | -7%&-2% | -1.4 | -3%&-2% | . | 23%&2%
Cc1cc(C)c(Cn2cnc3ccccc32)c(C)c1 | -18% | -3% | -3% | -0.3% | 1% | -1.6 | 4% | i | -8%
COc1ccc(NC(=O)c2cccs2)cc1C(=O)N1CCN(c2ccccc2)CC1 | -12% | -2% | 0% | -0.1% | 3% | -1.3 | -15% | i | -28%
CCCN1CNC(=S)N(c2ccccc2C)C1 | 1% | -4% | 0% | 0.2% | -9% | 2.9 | 2% | i | 3%
O=C(CN1CCC(n2nnc3cc(F)ccc32)CC1)Nc1ccccc1N1CCOCC1 | 8% | -25% | 0% | 0.1% | 20% | -1.5 | -3% | i | -10%
COc1ccc([C@H]2N[C@]3(CCCN(Cc4ccccc4)C3=O)[C@H]3C(=O)N(C)C(=O)[C@@H]23)cc1 | . | -13% | . | -0.2% | 10% | -2.5 | . | i | 6%
CCC(CC)C(=O)Nc1cc(NC(=O)C(CC)CC)cc(C(=O)O)c1 | 13% | -2% | 0% | -1.7% | -3% | -1.4 | 9% | i | 1%
COc1ccc(OC)c2sc(N(Cc3cccnc3)C(=O)c3ccc(C(C)=O)cc3)nc12 | . | -19% | . | 4.3% | -10% | . | 7% | . | -13%
COc1ccc(CN=C2NC(=O)CC(C(=O)Nc3ccc(Cl)cc3)S2)cc1 (stereo unspecified) | -27% | 12% | -1% | -1.0% | -4% | -3.0 | -1% | i | -7%
COc1ccc(S(=O)(=O)NCC2CCC(C(=O)NCCCN3CCCC3=O)CC2)cc1 (stereo unspecified) | 13% | -9% | 0% | 0.3% | 8% | -1.1 | 2% | i | 18%
Nc1ccn(CC(=O)NCc2ccc3[nH]ccc3c2)c(=O)n1 | -2% | 0% | 0% | 0.7% | -7% | -3.3 | 0% | i | -33%
Cc1ccc(Nc2nc(=O)c3cc([N+](=O)[O-])ccc3s2)cc1 | 25% | 7% | 1% | 3.3% | 17% | 1.8 | 14% | i | 5%
S=C(c1ccc(-c2cc(Cl)ccc2Cl)o1)N1CCOCC1 | 7% | -14% | 0% | 0.4% | -3% | -0.1 | 3% | i | 3%
O=C(NNS(=O)(=O)c1cccc(Cl)c1)c1cc(-c2ccc(F)cc2)nc2ccccc12 | . | -12% | 0% | 1.8% | -6% | -4.1 | ? | i | -15%
CC(=O)/C(N=Nc1ccc(C(=O)O)cc1[N+](=O)[O-])=C(\C)O | 7% | -5% | -1% | -0.6% | -9% | 1.7 | -18% | i | -6%
COc1ccc(C(CNC(=O)/C=C/c2c(Cl)nc3ccccn23)N(C)C)cc1 (stereo unspecified) | ? | 7% | -2% | 3.6% | -9% | -0.9 | -9% | i | 33%[activator]
Cc1sc2nc(CSCC(=O)Nc3ccc(Cl)cc3F)[nH]c(=O)c2c1C | 0% | -14% | 1% | -0.2% | 1% | -1.1 | -12% | i | 4%
CCC(=O)N1CCc2cc(S(=O)(=O)NCCC(=O)Nc3ccc(C)cc3)ccc21 | 6% | -4% | . | 1.2% | -6% | . | -4% | . | -10%
CCCc1cc(=O)oc2cc(OCC(=O)NCCc3ccc(S(N)(=O)=O)cc3)ccc12 | -21% | 0% | -6% | -0.1% | -2% | -2.3 | 1% | i | 8%
CCCCOC(=O)CSCC(=O)N1N=C(c2cccs2)CC1c1ccc(F)cc1 (stereo unspecified) | 4% | -7% | 0% | -0.4% | 10% | -0.8 | -1% | i | 2%
CCn1c(C)nc2cc(C(=O)OC)ccc21 | 2% | 11% | -3% | 1.8% | -7% | -0.1 | 7% | i | 22%
CCOC(=O)c1c(C)oc2c1c1c(c3ccccc32)OCN(CCCC(=O)O)C1 | ? | -10% | 1% | ? | 19% | -1.4 | -8% | i | ?
CCC(CC)C(=O)Nc1c(C(=O)N2CCN(c3ccccc3)CC2)oc2ccccc12 | ? | -10%&-22% | -3% | -1.1%&3.0% | 0%&-9% | -1.0 | 1%&3% | . | ?
COc1cccc(C(C(=O)NC2CCCCC2)N(C(=O)Cc2cccs2)c2ccc(-n3cnnn3)c(OC)c2)c1 (stereo unspecified) | ? | 0% | -1% | -0.8% | 9% | 0.6 | -14% | i | ?
CCCn1nnc(NC(=O)c2ccc(OCC)c(Cl)c2)n1 | 15% | 1% | -6% | 2.2% | 17% | 0.5 | -7% | i | 4%
C=C(C)CSc1nnc([C@@H](NC(=O)OC(C)(C)C)C(C)CC)o1 (stereo partly specified) | ? | -3% | 1% | 2.0% | 4% | 2.5 | . | i | -13%
CS(=O)(=O)N1CCC(Oc2ccccc2C(=O)NC2CCOC2)CC1 (stereo unspecified) | 0% | 10% | 0% | -0.2% | 8% | -0.1 | -1% | i | 4%
Cc1occc1C(=O)NNC(=O)c1ccccc1Br | 16% | -2% | 3% | 0.5% | 8% | 1.4 | -1% | i | -20%
CN(C)c1nc(N)nc(-c2ccco2)n1 | 9% | -3% | -5% | 13% | 18% | -0.8 | -2% | i | ?

Only Abeta yeast res, Nrf2 ARE act and HepG2 viability, for some of the entries so far:
| SMILES | Abeta yeast res | Nrf2 ARE act | HepG2 viability |
| --- | --- | --- | --- |
| CCOC(=O)c1c(C)oc2c1c1c(c3ccccc32)OCN(CCCC(=O)O)C1 | 19% | ? | -10% |
| CCC(CC)C(=O)Nc1c(C(=O)N2CCN(c3ccccc3)CC2)oc2ccccc12 | 0%&-9% | -1.1%&3.0% | -10%&-22% |
